# Assay outcomes as filed in PubChem.
# Apaf1 inhib: inhibitors of human Apaf-1 apoptosome, primary screen, biochemical, DEVD-Rh110 fluorescence, uHTS; reconstituted apoptosome caspase-3 activity; inhibition, % at 20 µM; Apoptotic protease-activating factor 1 (Homo sapiens), O14727; 0.71% of 330,000 active; AID 489030, 2010; active means inhibition of at least 40% at 20 µM;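 further: plate controls were DMSO wells for no effect and DEVD-CHO caspase inhibitor wells for full effect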
# Target sequence (O14727 whole entry, looked up): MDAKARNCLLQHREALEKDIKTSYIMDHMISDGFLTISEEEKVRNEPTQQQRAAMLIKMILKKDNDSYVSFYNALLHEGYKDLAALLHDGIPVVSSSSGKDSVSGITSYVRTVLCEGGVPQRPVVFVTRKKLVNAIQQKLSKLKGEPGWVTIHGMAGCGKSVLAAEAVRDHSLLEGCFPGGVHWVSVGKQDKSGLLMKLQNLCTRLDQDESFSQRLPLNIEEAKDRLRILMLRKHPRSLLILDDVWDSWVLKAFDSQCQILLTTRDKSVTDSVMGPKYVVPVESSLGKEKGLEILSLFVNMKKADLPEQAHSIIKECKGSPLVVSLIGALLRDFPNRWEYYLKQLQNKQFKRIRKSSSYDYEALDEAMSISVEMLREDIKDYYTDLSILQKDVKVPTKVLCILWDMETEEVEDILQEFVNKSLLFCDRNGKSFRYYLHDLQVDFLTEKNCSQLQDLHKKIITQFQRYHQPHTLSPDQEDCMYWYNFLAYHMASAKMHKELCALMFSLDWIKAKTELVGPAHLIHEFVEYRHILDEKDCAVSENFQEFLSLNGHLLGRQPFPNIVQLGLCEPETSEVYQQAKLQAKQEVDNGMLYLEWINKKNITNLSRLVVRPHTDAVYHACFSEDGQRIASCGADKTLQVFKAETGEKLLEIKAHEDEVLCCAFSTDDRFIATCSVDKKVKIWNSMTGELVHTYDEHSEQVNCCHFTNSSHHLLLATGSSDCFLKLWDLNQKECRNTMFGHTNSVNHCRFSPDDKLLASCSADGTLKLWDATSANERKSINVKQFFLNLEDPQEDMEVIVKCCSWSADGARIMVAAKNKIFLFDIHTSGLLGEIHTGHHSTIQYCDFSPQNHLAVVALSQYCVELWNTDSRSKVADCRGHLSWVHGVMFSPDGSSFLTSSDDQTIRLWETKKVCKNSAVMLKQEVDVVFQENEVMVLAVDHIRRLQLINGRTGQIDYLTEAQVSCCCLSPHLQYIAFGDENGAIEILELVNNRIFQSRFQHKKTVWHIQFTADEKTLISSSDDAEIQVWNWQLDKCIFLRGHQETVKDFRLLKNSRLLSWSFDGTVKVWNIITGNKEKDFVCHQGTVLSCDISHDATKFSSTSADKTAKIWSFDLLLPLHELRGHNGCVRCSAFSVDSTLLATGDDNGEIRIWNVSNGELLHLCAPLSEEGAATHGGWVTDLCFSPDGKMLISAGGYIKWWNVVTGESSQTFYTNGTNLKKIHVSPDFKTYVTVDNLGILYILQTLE
#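 Material: reconstituted apoptosome with Apaf-1, cytochrome c, caspase-9, procaspase-3, dATP; medium: pH 7.5 Hepes buffer with CHAPS, BSA, DTT; also added: cytochrome c and DEVD-Rh110 substrate; timing: 30 min plus 50 min, RT; signal: Rh110 fluorescence intensity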
# ATG4B inhibitor: ATG4B protease inhibitors, primary screen, biochemical, fluorescence, uHTS; Cysteine protease ATG4B (Homo sapiens), Q9Y4P1; ATG4B cleavage of LC3-PLA2, NBD-HPC fluorescence, 1 h; inhibition, % at 8.33 µM; 0.51% of 340,000 active; AID 504462, 2011; in the data active means inhibition above about 40%
# TIM10 inh: growth inhibitors of isogenic TIM10 control yeast, primary screen, counter-screen for tim10-1 yeast inhibitor project, luminescence, uHTS | S. cerevisiae TIM10 strain growth, BacTiter-Glo luminescence, 24 h | inhibition, % at 10 µM | 1.4% of 330,000 active;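 active means inhibition of 40% or more at the single tested concentration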;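 further: wild-type TIM10 isogenic control strain grown at permissive 25 °C; 0% = DMSO yeast wells and 100% = minimal medium wells without yeast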
# hIAP block: human IAP inhibitors, primary screen, biochemical, luminescence, uHTS | Intestinal-type alkaline phosphatase (Homo sapiens), P09923 | purified IAP, CDP-Star luminescence, 30 min | inhibition, % at 10 µM | 0.12% of 330,000 active | AID 2544, 2010;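 active means inhibition reaching a set limit with compound at 10 µM in the primary screen, cut at about 35% in these data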;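 further: plate controls were DMSO wells with enzyme for no effect and no-enzyme buffer wells for full effect; values of inactives mirror those of a sister screen read the other way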
# NALP3 yeast inh: NALP3 inflammasome inhibitors in reconstituted yeast, primary screen, luminescence, uHTS. 0.39% of 330,000 active. Yeast reconstituted NLRP3/ASC/caspase-1, beta-gal luminescence, 24 h. AID 2825, 2010. inhibition, % at 10 µM;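 active means inhibition of 50% or more; inactive means inhibition below 50%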;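 further: plate controls were induced DMSO wells for no effect and uninduced yeast grown without galactose for full effect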
# mIAP activ: activators of mouse IAP, primary screen, biochemical, luminescence, uHTS; AID 2805, 2010; 0.24% of 330,000 active; intestinal alkaline phosphatase [Mus musculus]; activation factor at 10 µM; muIAP, CDP-Star luminescence, 30 min; stronger effect = higher value; 1 = vehicle-only enzyme signal, 0 = enzyme-free wells;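 active means activation factor of at least 2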; further: the source names both 10 and 20 µM as test concentration; values of inactives mirror those of a sister screen read the other way
#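 Assay system: mouse IAP enzyme; Reagent: CDP-Star chemiluminescent phosphatase substrate; Compound: DMSO-dissolved test compounds; Incubation: 30 min, room temperature; Technique: luminescence from enzymatic CDP-Star hydrolysis; Controls: DMSO-only wells and no-enzyme negative control.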
# tim10-1 inh: growth inhibitors of tim10-1 mutant yeast, primary screen, luminescence, uHTS | S. cerevisiae tim10-1 ts strain growth, BacTiter-Glo, 24 h | inhibition, % at 20 µM | 2.2% of 330,000 active | AID 463190, 2010;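 active means inhibition of at least 40%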;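 further: mutant grown at 25 °C; 0% = DMSO wells with yeast and 100% = wells holding no yeast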
# mIAP inh: inhibitors of mouse IAP, primary screen, biochemical, luminescence, uHTS. 0.2% of 330,000 active. inhibition, % at 10 µM. AID 2806, 2010. purified mouse IAP, CDP-Star luminescence, 30 min;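 active means inhibition of at least 40% at 10 µM in the primary screen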;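 further: plate controls were DMSO with enzyme for no effect and no enzyme wells for full effect; values of inactives mirror those of a sister screen read the other way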
# hIAP activ: human IAP activators, primary screen, biochemical, luminescence, uHTS. AID 2524, 2010. activation factor at 10 µM. Intestinal-type alkaline phosphatase (Homo sapiens), P09923. 0.16% of 330,000 active. purified human IAP, CDP-Star luminescence, 30 min; stronger effect = higher value; 1 = vehicle-only enzyme, 0 = enzyme-free background;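 active means activation factor of the enzyme at least 2-fold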; further: the source names both 10 and 20 µM as test concentration; values of inactives mirror those of a sister screen read the other way
# An asterisk follows results filed as active; x = no result given. This is a random part of the collection. Share with any hit: about 4.5%.
SMILES,Apaf1 inhib,ATG4B inhibitor,TIM10 inh,hIAP block,NALP3 yeast inh,mIAP activ,tim10-1 inh,mIAP inh,hIAP activ
COc1ccc2c(c1)CCc1cn[nH]c1-2,1,-4,-5,-10,18,0.98,13,2,1.1
COc1ccnc(N2CCN(c3cccc(C(F)(F)F)c3)CC2)c1C#N,-19,12,-8,-17,12,1.1,8,-6,1.2
CN(C1CCCCC1)S(=O)(=O)c1ccc(NC(=O)CCC(=O)O)cc1,-14,4,-1,-6,11,1,4,-1,1.1
COc1ccc2[nH]c3c(c2c1)CCN1C(=O)C(CC(=O)NCCN2CCOCC2)C[C@H](C(=O)N2CCOCC2)[C@@]31C (some centres undefined),7,-3,-13,x,x,1.1,4,-6,x
COc1cccc(Oc2nc(-c3ccccc3O)nc3ccccc23)c1,16,-6,-1,2,-7,0.93,11,8,0.98
CC(=O)c1ccc(OCCCC(=O)N2CCN(S(=O)(=O)c3cc(C)ccc3C)CC2)cc1,16,-7,14,-21,15,1,25,0,1.2
CCSc1nnc(-c2ccc(S(=O)(=O)N3CCOCC3)cc2)n1C,8,-1,-8,3,10,1.1,21,-5,0.97
COc1ccc(-c2cc(C(=O)N3CCN(S(=O)(=O)c4ccc(C)cc4)CC3)[nH]n2)cc1,7,-2,4,-12,3,1.3,-7,-26,1.1
O=C(O)c1cc([N+](=O)[O-])cc([N+](=O)[O-])c1N1CCN(c2cccc(C(F)(F)F)c2)CC1,5,-13,-11,1,15,0.97,11,3,0.99
COc1cccc(N(CC(=O)NC2CCCC2)C(=O)Cn2nnc(-c3ccc(C)cc3)n2)c1,7,-16,27,-13,-11,1.2,16,-17,1.1
Nc1n[nH]c(N)c1N=Nc1ccccc1F,0,3,-10,-4,6,0.86,-18,14,1
COc1ccccc1CNC(=O)C(C)n1cccc1C(=O)c1ccccc1 (centres undefined),12,7,-6,3,13,1.1,20,-11,0.97
Cc1cccc(C(C)C)c1NC(=O)COC(=O)c1cccc(S(=O)(=O)N2CCc3ccccc3C2)c1,6,5,5,21,-10,1.1,8,-5,0.79
COc1ccc(CC(=O)Nc2ccc(C(=O)NCC(C)C)cc2)cc1,-3,-1,11,8,10,1,6,-3,0.92
COc1ccc(/C=C\c2nc(=O)c3ccccc3o2)cc1,4,12,42*,0,12,0.9,55*,10,1
CCc1noc(C)c1C(=O)Nc1nnc(C2CCCCC2)s1,6,x,-8,10,31,1,-16,-2,0.9
COc1ccc(C)cc1N(CC(=O)N1CCCCCC1)S(=O)(=O)c1ccccc1,1,-1,5,5,11,1.1,14,-7,0.95
O=C(Nc1ccc(-n2cc(Cl)cn2)cc1)c1ccncc1,-7,-1,-1,5,12,1,-1,-4,0.95
Cn1c(C(=O)NN)cc2cc(Oc3ccccc3)ccc21,8,5,16,-11,24,1.1,27,-5,1.1
Cc1ccc(C)c2sc(NC(=O)c3ccc(N4CCCCC4)c([N+](=O)[O-])c3)nc12,-8,-4,-5,4,-11,0.89,7,11,0.96
Cc1cc(C)c2nc(SCC(=O)N3CC(=O)Nc4ccccc43)c(C#N)cc2c1,17,-25,32,13,-10,0.92,26,8,0.87
O=C(Nc1ccc([N+](=O)[O-])cc1)N1CCCCCC1,7,-3,10,13,11,1,17,0,0.87
Cc1cc(C)c(C(=O)OCC(=O)NCc2cccs2)c(C)c1,20,-2,-24,-6,38,1,-1,-3,1.1
CCN1C(=O)N[C@H](c2ccc(Br)cc2)C(C(=O)OC)=C1C,2,-8,4,20,6,1.1,9,-5,0.8
O=C(Cn1cc(S(=O)(=O)Cc2ccccc2)c2ccccc21)N1CCOCC1,-233,-7,-1,-25,2,0.99,-3,1,1.3
# The results go on:
SMILES,Apaf1 inhib,ATG4B inhibitor,TIM10 inh,hIAP block,NALP3 yeast inh,mIAP activ,tim10-1 inh,mIAP inh,hIAP activ
COc1cc(C)ccc1OCCOCCOc1cccc2ccc(C)nc12,-1,-3,38,7,6,0.86,34,14,0.93
CSc1ncccc1C(=O)N(C)CC(=O)Nc1cccc(F)c1,-18,-3,1,-10,5,0.97,9,3,1.1
Cc1ccc2c(c1)CCCN2C(=O)c1ccoc1C,9,4,-8,-35,-16,0.97,28,2,1.4
N#Cc1c(NC(=O)COC(=O)c2nccnc2N)sc2c1CCCC2,8,2,0,-25,19,0.93,1,8,1.2
CCOC(=O)/C(C(=Nc1ccccc1)Nc1ccccc1)=C(\C)O,5,-2,7,-20,21,1,13,-4,1.2
O=C(COC(=O)c1cnccn1)NC1CCCc2ccccc21 (centres undefined),-9,-8,-12,-19,3,0.88,-6,12,1.2
COc1ccc(N(C(=O)c2snc(C(N)=O)c2N)C(C(=O)NC2CCCC2)c2ccco2)cc1 (centres undefined),13,18,13,-2,-6,0.93,25,7,1
CN(C(=O)CSc1nc2sc3c(c2c(=O)n1C)CCC3)C1CCS(=O)(=O)C1 (centres undefined),-1,4,-4,16,6,1.1,-2,-8,0.84
COc1ccc(NC(=O)CS(=O)c2ccccc2Cl)cc1 (centres undefined),13,4,7,-7,12,1,3,-2,1.1
Clc1ccc(-c2ccc(C=Nc3ccc(N4CCOCC4)cc3)o2)c(Cl)c1,25,6,-17,22,25,0.9,18,10,0.79
Cc1ccc(S(=O)(=O)Nc2ccc(C(=O)NC3CC3)cc2)cc1,1,-1,0,15,13,0.99,-11,1,0.85
CCCCOc1ccc(CONS(=O)(=O)c2ccc(NC(C)=O)cc2)cc1Cl,-1,-8,62*,11,31,0.97,55*,3,0.89
CC(=O)c1cccc(Nc2cc(C)nc3ccc(C)cc23)c1,7,3,5,-1,26,0.93,4,7,1
CC(Oc1ccc(Cl)cc1C(N)=O)C(=O)N1CCc2ccccc21 (centres undefined),2,-2,-52,12,15,0.96,-31,4,0.88
CCOC(=O)C1(Cc2cccc(F)c2)CCN(C(=O)c2ccoc2C)CC1,1,3,-6,16,18,0.91,-18,9,0.84
Cc1cc(C)cc(Oc2coc3c(CN(C)C)c(O)ccc3c2=O)c1,1,13,1,6,17,1,-2,-4,0.94
COc1ccc(NCc2ccc3c(c2)OCO3)cc1Cl,5,3,-2,23,2,0.93,0,7,0.77
CC(=O)c1c(C(C)=O)c(C)n(C(c2ccccc2)c2ccccc2)c1C,-9,-4,-6,-2,1,1.1,3,-7,1
N#CCSC1=Nc2ccccc2C2=NC(CCC(=O)N3CCN(c4ccccc4)CC3)C(=O)N12 (centres undefined),-4,-22,6,5,-6,1,12,-3,0.95
Cc1ccc(N2CC(C(=O)Oc3cccc(N4C(=O)CCC4=O)c3)CC2=O)cc1 (centres undefined),-4,1,-5,0,0,1,4,-5,1
Cc1ccc(C(=O)NCCNS(=O)(=O)c2ccccc2)cc1,-4,-6,-9,17,3,1,8,-4,0.83
Cc1cc(NC(=O)CSc2nc3c(c(=O)n2-c2ccc(Cl)cc2)SCC3)no1,-14,12,-2,12,8,1,4,0,0.88
CC(C)Sc1nc2c(cnn2-c2ccc(F)cc2)c(=O)[nH]1,5,0,-3,-14,8,0.99,11,1,1.1
Cc1nn(CC(=O)Nc2ccc(C#N)cc2)c(C)c1[N+](=O)[O-],-116,2,1,-12,6,1.1,3,-5,1.1
COc1ccc(C(=O)NC(=S)Nc2ccc(N3CCN(C(C)=O)CC3)cc2)cc1[N+](=O)[O-],5,-9,-1,18,20,0.82,9,18,0.82

# Record cards, from the list above. Order of screens: Apaf1 inhib	ATG4B inhibitor	TIM10 inh	hIAP block	NALP3 yeast inh	mIAP activ	tim10-1 inh	mIAP inh	hIAP activ
# `CC(=O)c1cccc(Nc2cc(C)nc3ccc(C)cc23)c1` reads 7	3	5	-1	26	0.93	4	7	1
# `COc1ccc(C(=O)NC(=S)Nc2ccc(N3CCN(C(C)=O)CC3)cc2)cc1[N+](=O)[O-]` reads 5	-9	-1	18	20	0.82	9	18	0.82
# `Cc1nn(CC(=O)Nc2ccc(C#N)cc2)c(C)c1[N+](=O)[O-]` reads -116	2	1	-12	6	1.1	3	-5	1.1
# `Cc1ccc(S(=O)(=O)Nc2ccc(C(=O)NC3CC3)cc2)cc1` reads 1	-1	0	15	13	0.99	-11	1	0.85
# `Cc1ccc(C(=O)NCCNS(=O)(=O)c2ccccc2)cc1` reads -4	-6	-9	17	3	1	8	-4	0.83

# Following part:
SMILES,Apaf1 inhib,ATG4B inhibitor,TIM10 inh,hIAP block,NALP3 yeast inh,mIAP activ,tim10-1 inh,mIAP inh,hIAP activ
O=C(CCC1CCCCC1)NCc1cccnc1,-7,-11,1,-6,10,1.1,7,-11,1.1
CN1c2ccccc2C2(C)CCCC3=Cc4cccc([N+](=O)[O-])c4OC312 (centres undefined),0,8,11,24,9,0.99,13,0,0.77
CCOC(=O)[C@@H]1[C@H]2COc3cc(OC)ccc3[C@@H]2N2C(=O)N(c3cccc(Cl)c3)C(=O)[C@]12C,8,-10,19,3,10,1.1,27,-6,0.97
O=C(Nc1nnc(COc2ccccc2)s1)c1ccco1,-2,8,28,3,29,0.98,17,2,0.97
COC(=O)[C@H](Cc1ccccc1)NC(=O)N1Cc2ccccc2C[C@H]1C(=O)OC,3,-8,11,7,8,1,9,-2,0.93
O=C(CCc1ccccc1)Nc1cc(S(=O)(=O)N2CCOCC2)ccc1N1CCCC1,3,2,17,-3,24,1.1,13,-12,1
COC(=O)c1ccc(C)c(NC(=O)CCSc2ccc(C)cc2)c1,11,-9,-1,-8,10,0.93,-2,7,1.1
O=C(Nc1ccnn1C1CCN(C2CCCC2)CC1)c1ccccc1,-3,-3,11,15,10,0.95,18,5,0.85

# Part of the list above in order of count of non-hydrogen atoms, ascending:
SMILES,Apaf1 inhib,ATG4B inhibitor,TIM10 inh,hIAP block,NALP3 yeast inh,mIAP activ,tim10-1 inh,mIAP inh,hIAP activ
O=C(CCC1CCCCC1)NCc1cccnc1,-7,-11,1,-6,10,1.1,7,-11,1.1
CN1c2ccccc2C2(C)CCCC3=Cc4cccc([N+](=O)[O-])c4OC312 (centres undefined),0,8,11,24,9,0.99,13,0,0.77
O=C(CCc1ccccc1)Nc1cc(S(=O)(=O)N2CCOCC2)ccc1N1CCCC1,3,2,17,-3,24,1.1,13,-12,1
